FXIIa inh: human FXIIa protease inhibitors, primary screen, biochemical, 1536-well. Coagulation factor XII (Homo sapiens), P00748. purified FXIIa, Boc-QGR-AMC fluorogenic substrate, 2 h. inhibition, % at 5 µM. 220,000 tested, 0.3% active. AID 800, 2007; in the data active = inhibition above about 40%;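 note: 0% = enzyme with no compound and 100% = blank without enzyme; many of its hits are not listed in these tables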
Rad51 HR inh: human RAD51 strand exchange inhibitors, primary screen, biochemical, fluorescence. inhibition, % at 10 µM. AID 1385, 2008. hRad51 DNA strand exchange, fluorescence dequenching. DNA repair protein RAD51 homolog 1 (Homo sapiens), Q06609. 200,000 tested, 0.085% active;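 active = inhibition above 40% at the single screening dose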;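 note: 0% = DMSO control wells and 100% = blanks with heterologous ssDNA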
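Material: Human Rad51 nucleoprotein filaments preassembled on unlabelled ssDNA | Also added: Labelled 47-mer dsDNA for strand exchange | Dosing: Single dose, 10 µM final compound | Schedule: 30-min compound preincubation and 15-min exchange, both room temperature | Technique: Fluorescence dequenching at 485/520 nm | Measure: Percent inhibition relative to plate controls and blanks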
FXIa inh 1536: human FXIa protease inhibitors, primary screen, biochemical, 1536-well | inhibition, % at 5 µM | 220,000 tested, 0.14% active | purified FXIa, Boc-Glu-Ala-Arg-AMC fluorogenic substrate;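 active = inhibition of at least 40%; inactive = inhibition below 40%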;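 note: fluorescence of freed AMC excited at 355 nm; 0% = enzyme without compound and 100% = no enzyme blank; many of its hits are not listed in these tables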
Cl transport mod: KCC2 cotransporter modulators, thallium flux, primary screen, cell-based, HEK293 KCC2, FluoZin-2 fluorescence, MLSMR; AID 1456, 2008; 190,000 tested, 2.2% active; KCC2 cells, thallium flux FluoZin-2 fluorescence; B-score of Tl+ flux slope (higher = more flux/activation; lower = inhibition) at 10 µM; Solute carrier family 12 member 5 (Homo sapiens), Q9H2X9;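 active = thallium flux slope and its plate-corrected score both differing from the plate sample mean at a set confidence after two filtering rounds, in either direction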;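 note: slope of fluorescence scaled to starting intensity during 10 to 20 s after thallium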
Target sequence (Q9H2X9 whole entry, looked up): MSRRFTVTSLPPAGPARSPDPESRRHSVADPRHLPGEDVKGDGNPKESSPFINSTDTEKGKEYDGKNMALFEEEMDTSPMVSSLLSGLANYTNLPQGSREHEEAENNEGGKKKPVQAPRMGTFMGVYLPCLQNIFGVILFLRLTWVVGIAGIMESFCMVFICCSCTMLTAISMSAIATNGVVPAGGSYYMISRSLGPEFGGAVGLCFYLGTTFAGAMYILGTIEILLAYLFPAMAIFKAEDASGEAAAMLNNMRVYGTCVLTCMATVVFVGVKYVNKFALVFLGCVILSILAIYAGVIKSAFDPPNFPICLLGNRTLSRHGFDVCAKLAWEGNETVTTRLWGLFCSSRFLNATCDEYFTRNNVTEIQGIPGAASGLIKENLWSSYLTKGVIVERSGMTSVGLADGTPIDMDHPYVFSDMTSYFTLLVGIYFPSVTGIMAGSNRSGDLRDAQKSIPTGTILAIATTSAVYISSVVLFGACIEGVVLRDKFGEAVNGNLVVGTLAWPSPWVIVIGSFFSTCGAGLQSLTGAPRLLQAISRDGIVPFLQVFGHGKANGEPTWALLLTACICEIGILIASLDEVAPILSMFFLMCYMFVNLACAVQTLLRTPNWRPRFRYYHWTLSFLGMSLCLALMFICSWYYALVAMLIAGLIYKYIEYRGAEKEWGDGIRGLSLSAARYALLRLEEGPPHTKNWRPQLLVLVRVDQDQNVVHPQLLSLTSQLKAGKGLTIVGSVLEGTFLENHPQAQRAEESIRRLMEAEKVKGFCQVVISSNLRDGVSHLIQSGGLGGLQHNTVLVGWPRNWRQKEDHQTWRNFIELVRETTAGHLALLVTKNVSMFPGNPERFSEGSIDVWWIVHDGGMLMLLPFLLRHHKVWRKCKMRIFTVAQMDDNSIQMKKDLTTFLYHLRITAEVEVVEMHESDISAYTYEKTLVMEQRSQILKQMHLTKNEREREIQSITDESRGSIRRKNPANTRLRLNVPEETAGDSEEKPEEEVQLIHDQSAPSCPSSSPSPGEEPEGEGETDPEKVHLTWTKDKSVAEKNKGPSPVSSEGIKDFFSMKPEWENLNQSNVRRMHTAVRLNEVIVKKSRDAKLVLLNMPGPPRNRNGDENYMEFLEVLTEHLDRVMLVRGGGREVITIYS
TNF death inh: inhibitors of TNF-alpha triggered necroptosis, primary screen, cell-based, Jurkat FADD-/-, single concentration. Jurkat FADD-/- TNF necroptosis rescue, ATP luminescence, 24 h; 0 = TNF only, 100 = no-TNF cells. AID 463075, 2010. activation (protection from cell death), % at 10 µM. 220,000 tested, 0.068% active;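 active = activation, meaning protection from cell death, of at least 50% relative to plate controls; inactive = activation below 50%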;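 note: necroptosis triggered by 40 ng/mL TNF-alpha added together with compound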
zVAD death inh: inhibitors of zVAD-triggered necroptosis, primary screen, L929 cells | L929 zVAD necroptosis rescue, ATP luminescence, 24 h; with zVAD 60 µM | 220,000 tested, 0.38% active | viability rescue, % at 10 µM;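 active = activation, scaled between plate controls, above about 75%, limit read from the data; inactive = activation under that limit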;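 note: 0% = zVAD with DMSO and 100% = DMSO alone without zVAD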
Thrombin inh: human alpha-thrombin inhibitors, primary screen, counter-screen for coagulation protease inhibitor project, biochemical, 1536-well, fluorogenic AMC substrate; Boc-VPR-AMC fluorogenic substrate cleavage; inhibition, % at 5 µM; 220,000 tested, 0.26% active; AID 1046, 2008;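 active = inhibition at or above 40%; inactive = inhibition below 40%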;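 note: 0% = enzyme with no compound and 100% = wells without enzyme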
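Test system: human alpha-thrombin protein / Dosing: one concentration per compound, 5 µM, with 0.2% DMSO / Medium: pH 7.5 Tris-saline with Tween 20 / Benchmarks: no-compound enzyme wells and no-enzyme blanks / Read-out basis: percent inhibition of thrombin substrate cleavage / Timing: reaction at room temperature / Measured by: fluorescence, ex 355 nm, em 460 nm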
hK5 inh: human KLK5 protease inhibitors, primary screen, biochemical, 1536-well; Kallikrein-5 (Homo sapiens), Q9Y337; recombinant hK5, fluorogenic AMC substrate cleavage; inhibition, % at 5 µM; 210,000 tested, 0.59% active; AID 873, 2007;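 active = inhibition of 40% or more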;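 note: 0% = enzyme controls without compound and 100% = no-enzyme blanks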
Hck-Nef inh: inhibitors of Nef-activated human Hck kinase, primary screen, biochemical, Z-Lyte FRET, 384-well, Hck-YEEI | Tyrosine-protein kinase HCK (Homo sapiens), P08631 | Recombinant Hck-YEEI plus Nef, Z-Lyte FRET kinase assay | inhibition, % at 20 µM | 220,000 tested, 0.68% active;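 active = Hck-Nef kinase inhibition above about 50%, limit read from the data; inactive = inhibition below that limit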;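 note: 0% = DMSO with Hck plus Nef and 100% = Hck alone without Nef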
The depositor's hits bear a star; nt = no result given; & = joins results of further samples. Only part of the results is shown, so the mix of outcomes need not match the whole.

structure	FXIa inh 1536	Cl transport mod	Thrombin inh	TNF death inh	hK5 inh	Hck-Nef inh	FXIIa inh	Rad51 HR inh	zVAD death inh
Cn1c[n+](C)cc1/C=N/O	-2	-0.12	-2	-0.1	-8	2	12	5	-0.1
Cc1cccc(N2CCN(Cc3nc(-c4cccc(Oc5ccccc5)c4)oc3C)CC2)n1	-2	-0.5	-15	2.2	1	21	4	6	1.4
COc1cccc(CNC(=O)CCC2CCCN(C(=O)c3cccc(Cl)c3)C2)c1 (stereo not drawn)	0	nt	-5	0.4	nt	-8	6	-28	-0.3
COc1ccc(C2C(C(=O)Nc3cc(C)on3)c3ccccc3C(=O)N2C)cc1 (stereo not drawn)	-7	0.62	-5	-0.1	-2	-2	0	-2	0.3
O=c1c(N2CCOCC2)c(N2CCOCC2)c1=O	2	0.16	-1	1.5	2	2	4	12	0.5
CCC(CO)Nc1ncc([N+](=O)[O-])cc1C#N (stereo not drawn)	2	0.76	-13	1.5	-3	0	2	-7	-0.8
CCOc1ccc(N2C(=O)CC(NNc3nc4ccccc4s3)C2=O)cc1 (stereo not drawn)	-5	-0.86	0	-0.7	-3	16	9	3	-0.3
O=C1/C(=C/c2ccccn2)SC(=S)N1c1ccc(O)cc1	4	-0.06	-4	2.1	4	26	12	nt	1.9
O=C(CSc1nnc(-c2cccs2)n1-c1cccc(Cl)c1)c1cccc2c1OCCO2	0	1.5	-6	-0.7	-2	2	15	-3	0.5
Cc1ccc(N2C(=O)CC(Cc3cccc(C)c3)C2=O)cc1 (stereo not drawn)	-4	-0.025	-11	1.2	-2	17	1	-2	0.9
O=C(NCCCN1CCCC1=O)c1ccc2c(=O)n(-c3ccc(F)cc3)c(=S)[nH]c2c1	1	0.15	-4	0.0	-7	-5	-6	-1	-0.7
CC(O)(CS(=O)(=O)Cc1ccccc1)C(=O)Nc1cccc(C(F)(F)F)c1 (stereo not drawn)	4	nt	1	-1.2	-14	2	14	-2	0.0
O=C(COc1ccc(/C=N/NS(=O)(=O)c2ccccc2)cc1)Nc1cccc(Cl)c1	-6	nt	-5	2.6	0	2	4	0	0.7
Nn1cc(-c2ccccc2)nc1SCC(=O)NCC(F)(F)F	-3	-0.61	12	0.0	-5	22	4	8	1.3
CC(Cc1c[nH]c2ccccc12)NC(N)=O (stereo not drawn)	2	0.24	-5	-0.8	-2	14	3	6	1.0
Cc1cccc2cc3c(NC(=O)CC(C)C)nn(C)c3nc12	-6	nt	-8	0.9	-4	19	-4	4	6.9
CCCNC(=O)OC[C@H]1O[C@H](CCO/N=C/c2ccc(C(=O)N3[C@H](c4ccc(C)cc4)[C@@H](C)CC[C@H]3C(=O)OC)cc2)C=C[C@@H]1Oc1ccc(OC)cc1	11	0.046	1	0.7	-2	-1	18	nt	3.0
COc1cccc(-n2c(C)n[nH]c2=O)c1	4	nt	5	-2.6	-19	3	17	4	-0.5
CNc1nc2cccnc2s1	-1	-0.025	-3	1.6	0	15	7	11	0.6
N#C/C(=C/c1ccc(N2CCOCC2)o1)C(=O)N1CCOCC1	22	-1.1	0	4.0	-8	1	25	-230	2.6
CCSc1nnc(NC(=O)C(CC)Oc2ccccc2)s1 (stereo not drawn)	0	-1.5	-4	2.8	12	-4	7	-1	3.3
COc1cccc(CN=CC2=C(O)CC(C)(C)CC2=O)c1OC	5	-0.54	0	0.2	3	0	5	9	0.3
COC(=O)c1c(NC(=O)COC(=O)c2ccc(O)cc2)sc2c1CCCCC2	-3	0.014	-12	5.3	7	7	7	4	35
O=C(O)c1cc(-c2ccco2)nc2ccc(Br)cc12	6&7	nt	-2&1	0.3	-10&-17	14	6&12	-22&22	0.4

A second format for some results above:
Values run as follows: FXIa inh 1536, Cl transport mod, Thrombin inh, TNF death inh, hK5 inh, Hck-Nef inh, FXIIa inh, Rad51 HR inh, zVAD death inh
> CNc1nc2cccnc2s1
→ -1, -0.025, -3, 1.6, 0, 15, 7, 11, 0.6
> N#C/C(=C/c1ccc(N2CCOCC2)o1)C(=O)N1CCOCC1
→ 22, -1.1, 0, 4.0, -8, 1, 25, -230, 2.6

Later entries:
structure	FXIa inh 1536	Cl transport mod	Thrombin inh	TNF death inh	hK5 inh	Hck-Nef inh	FXIIa inh	Rad51 HR inh	zVAD death inh
CC1(C)CC(=O)c2cc(OCC(=O)N3CCN(c4ccccc4F)CC3)ccc2O1	-5	-2	-5	1.9	-6	-8	22	3	2.5
CCCC(=O)NCCSC	-3	0.12	-7	-0.5	-1	-3	0	5	1.0
COCCCNC(=O)CN1C(=O)/C(=C/c2ccccc2C)Sc2ccccc21	-5	-0.025	2	1.0	0	0	9	-3	2.3
O=C1c2ccccc2NC(c2ccccc2Cl)N1N=C1CCCCCC1 (stereo not drawn)	6	-0.017	-4	-1.1	-18	-2	8	1	0.2
COc1cc2c(cc1OC)C(C(=O)N1CCOCC1)C(c1cccs1)N(C)C2=O (stereo not drawn)	-7	nt	-5	1.3	-10	1	0	-4	1.5
O=C(c1ccccc1)c1ccc(OC(=O)N2CCCC2)cc1	10	0.29	3	-0.8	-8	9	19	-4	1.0
Cc1ccc(S(=O)(=O)n2c(CN3CCCC(C)C3)nc3ccccc32)cc1 (stereo not drawn)	2	0.081	0	0.2	0	1	15	-1	0.6
NS(=O)(=O)c1ccc(CCNC(=O)CCCn2c(SCC(=O)N3CCCC3)nc3ccsc3c2=O)cc1	-2	-0.078	-7	0.9	0	-2	7	4	6.5
Nc1c(Cl)ncnc1N/N=C/c1ccc(O)cc1	-3	-0.1	-8	6.4	-1	52*	6	-3	27
Nc1scc2c(C(=O)N/N=C/c3ccc(Cl)cc3)nn(-c3ccccc3)c(=O)c12	-6	0.24	-10	-10	7	5	5	-6	0.5
O=C(/C=C/c1cccc([N+](=O)[O-])c1)NC(=S)Nc1cccc(NC(=O)c2ccccc2Cl)c1	16	0.75	-2	-17	-13	7	10	1	0.7
O=C(O)CCC(=O)NC(c1ccccc1)c1ccccc1	3	0.85	-4	-0.2	-3	20	6	8	1.1
CCCCNC(=O)CNC(=S)N(CCCN1CCOCC1)Cc1cccs1	4	-0.36	-3	1.5	-27	2	4	-4	-0.3
CC(=O)Nc1ccc(Nc2nc3ccccc3nc2NS(=O)(=O)c2ccccc2)cc1	4	0.93	-10	-0.1	1	23	4	nt	0.9
COc1cccc(CN2CCN(Cc3nc(-c4cccc(F)c4F)oc3C)CC2=O)c1	-2	0.01	-5	1.0	0	19	8	-1	1.6
O=C(CSc1ccc(-c2ccncc2)nn1)N1CCN(c2ccccc2)CC1	-5	-0.33	0	-1.0	-13	2	3	15	5.7
CCn1c(SCC(=O)N2CC(=O)Nc3ccccc32)nnc1-c1ccoc1C	-11	-0.0009	-3	-1.7	-11	1	7	nt	0.2
O=C(O)C(Cc1ccc(O)cc1)N1C(=O)C2CCCCC2C1=O (stereo not drawn)	-1	0.051	2	0.1	7	-5	10	-15	-0.1
CCc1c(C)c(C#N)c2nc3ccccc3n2c1N1CCN(c2cc(C)ccn2)CC1	-2	-0.35	-4	-0.8	8	1	30	nt	0.0
COC(=O)c1ccc(CN2C(=O)C3CCCCC3C2=O)o1 (stereo not drawn)	-2	0.048	-5	1.2	-2	17	8	-7	0.2
Cc1ccc(SCc2[nH]nc3c2C2(C(=O)N(C)c4ccccc42)C(C#N)=C(N)O3)cc1 (stereo not drawn)	-1	nt	1	-3.4	5	-1	5	0	0.1
CCOC(=O)c1[nH]c2ccc(OC)cc2c1NC(=O)CCN1CCCC(C)C1 (stereo not drawn)	7	0.44	3	2.2	-10	5	21	14	3.9
Cc1nn(-c2ccccc2[N+](=O)[O-])c(=O)c2ccccc12	3	0.78	1	-1.6	4	11	8	nt	-0.5
Cc1ccc(Cl)cc1NC(=O)Cn1cc2c(n1)CCCC2	0	-0.28	-1	0.2	-11	0	10	-4	0.6
O=S(=O)(c1cccc2ccccc12)n1nnc2ccccc21	5	-0.63	0	0.7	-2	1	2	5	0.8
CCOc1ccc(C2C(C#N)=C(N)Oc3n[nH]c(C)c32)cc1OC(=O)C1CC1 (stereo not drawn)	-1	-0.15	1	-3.3	1	2	17	6	0.4
Cc1cccc(C(=O)N=c2c(C#N)cc3c(=O)n4cccc(C)c4nc3n2Cc2ccco2)c1	-16	0.017	-9	-10	-16	28	-11	-6	-0.9
C=CCc1cccc(CNc2nc3ccccc3n2C(C)C)c1O	5	1.4	1	2.5	5	0	14	nt	0.3
Cc1oc(C(=O)O)cc1COc1ccccc1Cl	-2	-1.3	1	-1.3	0	1	12	-7	0.0
CCN(CC)CCCNC(=O)C1c2cc(OC)c(OC)cc2C(=O)N(C)C1c1cccs1 (stereo not drawn)	-4	0.33	-16	1.2	-15	1	-12	0	0.5
Cc1c(NC(=O)CSc2n[nH]c(-c3ccccc3)n2)c(=O)n(-c2ccccc2)n1C	8	nt	-1	-0.5	4	1	12	-3	-0.4
Cc1csc(SCC(=O)NC(=O)NC(C)(C)C)n1	-4	0.53	-14	24	-2	22	7	1	9.1
O=C(Nc1ccc(F)cc1F)N1CCC(c2nc3ccccc3o2)CC1	-1	-0.53	0	-0.5	nt	4	10	nt	0.2
O=C(c1cccc(Cl)c1)N1CCN(Cc2c[nH]c3ccccc23)CC1	16	0.46	0	2.6	20	13	13	12	2.5
COCC(=O)NC1CC2CCC(C1)N2C(=S)Nc1ccccc1C(=O)OC (stereo not drawn)	-3	0.67	-8	0.1	-4	18	3	3	1.1
CCOCCCNC(=S)N1C2CCC1CC(NC(=O)Nc1ccc(C(=O)OCC)cc1)C2 (stereo not drawn)	-2	-0.58	-3	1.9	2	20	2	6	-0.4
Fc1ccc2nc(Nc3nc4c(F)cccc4s3)sc2c1	2	38*	-9	-1.2	-67	7	-2	-5	1.5
CCc1ccc2[nH]c(=O)c(CN(Cc3nnnn3C3CCCC3)C3CCCCC3)cc2c1	-1	0.38	-4	-3.8	-4	0	15	-6	-0.6
CCCCC[n+]1ccn(-c2nc3ccccc3nc2[N-]S(=O)(=O)c2ccc(C)cc2)c1	1	-0.91	-5	-1.6	10	10	11	-4	0.1

Source: PubChem (several laboratories)
